# Screens as filed in PubChem.
# USP1-UAF1 inh – blocks the human USP1/UAF1 deubiquitinase complex; recombinant USP1/UAF1, Ub-Rhodamine cleavage fluorescence; Potency, µM (series often up to 57.1 µM), for inactives: top-dose activity change, negative = inhibition, actives largely listed as inhibitors; hit rate 0.23% among 390,000; AID 743255; also: potency is read from the fitted curve at half-maximal effect; % is scaled to controls: 0 for no effect and ±100 for the full control effect; nearly all actives have a fitted effect of over 60% in size; inactives centre near -12
#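 High-throughput fluorogenic screen: 1nM USP1/UAF1 complex, Ub-Rho substrate 150nM final, 50mM HEPES pH 7.8 with 0.5mM EDTA, 0.1 mg/ml BSA, 1mM TCEP and 0.01% Tween-20.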
# Vif-A3G inh – Vif-A3G binding inhibition; HeLa A3G-eYFP + Vif (tagged APOBEC3G with the HIV-1 protein that degrades it), YFP fluorescence, overnight; Potency, µM (top dose mostly 46.1 µM), inactives show at the highest dose activity, negative = active, hits mostly inhibitors; hit rate 0.076% among 410,000;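 also: potency is read from the fitted curve at half-maximal effect; % is scaled to controls: 0 for no effect and ±100 for the full control effect; nearly all actives have a fitted effect of over 60% in size; hits raise eYFP signal because A3G escapes Vif-driven loss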
# Target sequence (Q9HC16 whole entry, looked up): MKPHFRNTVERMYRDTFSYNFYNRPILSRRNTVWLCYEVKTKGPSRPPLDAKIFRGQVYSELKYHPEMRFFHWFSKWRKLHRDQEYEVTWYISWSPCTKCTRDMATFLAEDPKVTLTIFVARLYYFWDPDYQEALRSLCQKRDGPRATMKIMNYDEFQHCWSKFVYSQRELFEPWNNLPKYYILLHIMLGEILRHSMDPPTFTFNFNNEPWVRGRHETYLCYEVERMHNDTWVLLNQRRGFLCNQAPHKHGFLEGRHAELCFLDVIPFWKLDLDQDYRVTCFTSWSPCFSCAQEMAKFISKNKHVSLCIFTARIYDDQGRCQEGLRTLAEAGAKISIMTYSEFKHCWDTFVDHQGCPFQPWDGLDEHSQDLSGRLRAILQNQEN
#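 Read-out is eYFP fluorescence (Ex 488/Em 500-530) from Vif-expressing HeLa A3G-eYFP cells; more signal means A3G escaped Vif-mediated degradation. Cells plated overnight, compound pinned in, incubated overnight at 37 deg C.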
# Vif-APOBEC3F blk – inhibitors of Vif-A3F interaction. HeLa A3F-eYFP + Vif (tagged APOBEC3F with the HIV-1 protein that degrades it), YFP fluorescence increase. hit rate 0.2% among 390,000. AID 602313. Potency, µM (series often up to 46.1 µM), without a hit: at the highest dose activity, negative = active; also: potency is read from the fitted curve at half-maximal effect; % of control where 0% means no effect; nearly all actives have a fitted effect of over 65% in size
#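 HeLa cells stably expressing Vif plus C-terminally eYFP-tagged A3F were seeded, incubated overnight at 37 deg C, dosed with compound, incubated overnight again at 37 deg C. Yellow fluorescence (Ex 488/Em 500-530) reported blocked Vif-mediated A3F-eYFP degradation.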
# TrxR1 substrate – is turned over as a substrate by rat TrxR1; O89049; purified TrxR1 substrate turnover, NADPH consumption readout; Potency, µM (highest dose often 114 µM), inactives show top-dose activity change, negative = substrate turnover; hit rate 0.01% among 390,000; also: potency is read from the fitted curve at half-maximal effect; % is scaled to controls: 0 for no effect and ±100 for the full control effect; nearly all actives have a fitted effect of over 50% in size
#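 Rat TrxR1, dispensed at 90 nM, was prereduced with 400 uM NADPH (final) for 5 min at ~22 deg C, then incubated with compound 15 min before 400 uM selenite. A first-read NADPH fluorescence drop versus no-compound background flagged substrates.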
# LDHA block – blocks human lactate dehydrogenase A | P00338 | purified LDHA, NADH/diaphorase-resazurin fluorescence; stronger effect = lower value | activity change, % (values are at about 110 or 230 µM) | hit rate 0.15% among 480,000; in the data active = activity change below about -30%; inconclusive = mostly about -25% to -30%;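 also: plate controls were DMSO wells for no effect and wells without enzyme for full effect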
#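 Remaining NADH was detected by diaphorase (0.133 mg/mL) converting 37 µM resazurin to fluorescent resorufin, read at 0 and 20 minutes. The preceding 5-minute room-temperature reaction used 2 nM LDHA, 0.2 mM sodium pyruvate and 0.06 mM NADH at pH 7.4.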
# RGS4 inhibitor – human RGS4 inhibition; P49798; Transcreener GDP fluorescence polarization, RGS4-accelerated GTP hydrolysis; Potency, µM (highest dose often 114 µM), for inactives: at the top dose activity change, negative = inhibition, actives largely listed as inhibitors; hit rate 0.039% among 390,000; also: potency is read from the fitted curve at half-maximal effect; % is scaled to controls: 0 for no effect and ±100 for the full control effect; nearly all actives have a fitted effect of over 75% in size; some results filed as inactive show a strong effect at the top dose
# Target sequence (P49798 whole entry, looked up): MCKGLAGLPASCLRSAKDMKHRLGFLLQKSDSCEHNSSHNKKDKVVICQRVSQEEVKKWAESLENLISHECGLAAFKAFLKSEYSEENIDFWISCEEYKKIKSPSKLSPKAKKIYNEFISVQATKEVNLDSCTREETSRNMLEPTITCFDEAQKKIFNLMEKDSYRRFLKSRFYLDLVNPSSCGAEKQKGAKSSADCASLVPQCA
#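 MLSMR compounds (23 nl, pin-transferred) preincubated 10 min at room temperature with a 500nM (2x) first reagent, then RGS4 at 900nM (2x) plus Transcreener GDP mix added; fluorescence polarization (620/688 nm) read before and after 90 min at 30 °C.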
# IDH1 R132H inh – blocks human mutant IDH1 R132H enzyme. Potency, µM (top dose mostly 76.6 µM), for the others: at the top dose activity change, negative = inhibition, actives largely listed as inhibitors. IDH1-R132H enzyme, NADPH consumption, diaphorase/resazurin fluorescence. O75874. hit rate 0.093% among 390,000. AID 602179; also: potency is read from the fitted curve at half-maximal effect; % is scaled to controls: 0 for no effect and ±100 for the full control effect; nearly all actives have a fitted effect of over 65% in size
# Target sequence (O75874 whole entry R132H, stated change not applied): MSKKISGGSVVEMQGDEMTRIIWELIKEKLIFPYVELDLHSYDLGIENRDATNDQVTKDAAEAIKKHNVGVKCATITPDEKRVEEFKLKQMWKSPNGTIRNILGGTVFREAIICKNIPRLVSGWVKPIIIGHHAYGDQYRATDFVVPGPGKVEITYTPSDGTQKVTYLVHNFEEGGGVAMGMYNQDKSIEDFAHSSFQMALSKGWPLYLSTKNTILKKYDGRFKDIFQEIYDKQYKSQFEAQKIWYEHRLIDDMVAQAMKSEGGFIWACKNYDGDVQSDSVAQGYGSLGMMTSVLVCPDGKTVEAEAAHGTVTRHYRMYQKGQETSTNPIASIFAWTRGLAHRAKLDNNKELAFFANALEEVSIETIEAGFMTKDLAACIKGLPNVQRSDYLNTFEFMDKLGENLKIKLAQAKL
#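 IDH1-R132H (0.5 ug/mL dispensed) in pH 7.5 Tris buffer was preincubated 30 min with compound, then given a substrate mix of 0.016 mM NADPH and 2 mM alpha-KG for 80 min at room temperature; remaining NADPH was read by diaphorase/resazurin fluorescence.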
# GRP78 ERSR act – ER stress response induction in glioma; U87-MG GRP78 promoter luciferase reporter, 16 h; hit rate 0.02% among 420,000; Potency, µM, for inactives: at the top dose activation, actives largely listed as activators; AID 602332; also: potency is read from the fitted curve at half-maximal effect; series mostly up to about 76 µM; % of control where 0% means no effect; nearly all actives have a fitted effect of over 35% in size
#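 Stably transfected U87-MG human glioma cells carrying a GRP78-based luminescent sensor were seeded at 1000 cells/well, pin-dosed with compounds and incubated 16 h. Luciferase reagent was then added, and end-point luminescence was read after 10 min at room temperature.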
# TrxR1 inh – inhibitors of rat thioredoxin reductase 1; O89049; hit rate 1% among 390,000; recombinant rTrxR1, NADPH fluorescence consumption, selenite substrate; Potency, µM (series often up to 114 µM), for inactives: at the top dose activity change, negative = inhibition, usual class: inhibitors; also: potency is read from the fitted curve at half-maximal effect; % is scaled to controls: 0 for no effect and ±100 for the full control effect; nearly all actives have a fitted effect of over 65% in size
#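 Rat TrxR1 (90 nM in the dispensed reagent) was pre-reduced with 400 uM NADPH for 5 min at room temperature, then incubated with compound for 15 min. After 400 uM selenite was added, NADPH fluorescence (Ex 340/Em 450 nm) was followed for 8 min.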
# Active calls of the source: *; ? = inconclusive; [ ] = another dose, or the depositor's remark. Unless noted, calls follow the shape of the dose curve; as a rule, active = well fitted curve in the direction sought with a large enough effect; inconclusive = small, poorly fitted or top-dose-only effect, or another doubt; inactive = no such curve, though single readings can be large; an effect the other way counts as inactive or inconclusive.
SMILES,USP1-UAF1 inh,Vif-A3G inh,Vif-APOBEC3F blk,TrxR1 substrate,LDHA block,RGS4 inhibitor,IDH1 R132H inh,GRP78 ERSR act,TrxR1 inh
Cc1ccc(C)c(/C=C2\N=C(c3ccccc3F)OC2=O)c1,-21%,1%,?,-2%,-4,3%,0%,-3%,-6%
Cc1ccc(CN(Cc2cccn2-c2nnc(N3CCCC3=O)s2)C(=O)Nc2ccccc2Cl)cc1,-9%,4%,-5%,-2%,-3,15%,-17%,-3%,7%
CCc1nnc(NC(=O)CSc2nnc(CNc3ccc(OC)cc3)n2C)s1,-18%,-2%,-7%,7%,-2,-29%,4%,-3%,16%[57.1 µM]
Cc1ccc(N(CC(=O)NCc2ccc(F)cc2)C(=O)c2ccco2)cc1C,-23%,-6%,0%,-18%[57.1 µM],0,-22%,3%,-4%,14%[57.1 µM]
Cc1sc2nc(SCC(=O)c3cc(C)n(CC4CCCO4)c3C)n(C(C)C)c(=O)c2c1C (stereo not given),-24%,-3%,-5%,7%[57.1 µM],-5,-31%,-7%,-5%,1%[57.1 µM]
Cc1ccc(S(=O)(=O)CC2CSc3nc(N)cc(=O)n32)cc1 (stereo not given),-8%,1%,-2%,5%,-1,-34%,-3%,-5%,8%
O=C1c2[nH]nc(-c3ccccc3O)c2C(c2ccc(F)cc2)N1Cc1ccco1 (stereo not given),-19%,-11%,0%,-4%[57.1 µM],4,-33%,?,3%,-1%[57.1 µM]
O=C(NC1CCCCC1)N1CCC(c2nc3ccc(Cl)cc3[nH]2)CC1,-2%,0%,-5%,7%[57.1 µM],-7,7%,-2%,-1%,2%
O=C(COC(=O)c1cc(-c2cccs2)nc2ccccc12)c1ccc(Br)cc1,?,2%,1%,56%[activator],3,-14%,2%,-2%,52%[activator]
CCc1nc2ccccc2c(C(=O)OCC(=O)Nc2ccc(S(=O)(=O)N3CCOCC3)cc2)c1C,-19%,-10%,-1%,-5%,1,?,8%,-8%,19%
CCC(C)NC(=O)Cn1c(=O)n(CCCC(=O)NCc2ccc(C)cc2)c(=O)c2ccccc21 (stereo not given),?,0%,0%,4%,-3,-3%,-5%,-2%,-9%
c1ccc2c(CN3CCSCC3)cccc2c1,-7%,5%,-5%,-4%,-17,-3%,-2%,-3%,20%
C/C(CC(=O)Nc1ccc2c(c1)OCCO2)=N\NC(=O)COc1cccc(C)c1,-9%,-1%,8%,9%[0.0914 µM],-6,-8%,-13%,1%,-39%
COc1ccccc1NC(=O)c1c(C)cc(C)nc1SCC(=O)Nc1ccc(C)cc1,-21%,3%,-12%,-9%,-3,10%,-2%,-3%,11%
COc1ccc(C2CC(=O)C=C(NCC3CCCO3)C2)cc1 (stereo not given),-7%,0%,-14%,2%,1,-19%,3%,-1%,0%
COc1ccc(C(=O)O)cc1NS(=O)(=O)c1cccc2nsnc12,-21%,-2%,0%,0%[57.1 µM],2,-10%,1%,-1%,7%[57.1 µM]
CCCCNC(=O)COc1ccccc1[N+](=O)[O-],3%,3%,-18%,-7%,-5,-9%,2%,0%,3%
Cc1cccc(C)c1NC(=O)CNC(=O)CCNC(=O)c1ccco1,-21%,-3%,0%,4%,-1,-9%,-6%,-2%,20%
CCOC(=O)C1CCCCN1C(=O)CCc1c(C)nc2ncnn2c1C (stereo not given),-17%,0%,-6%,9%[57.1 µM],-10,-5%,2%,-13%,15%
CN(C)c1cccc(C(=O)NNC(=O)C23CC4CC(CC(C4)C2)C3)c1,-23%,11%,1%,1%,0,7%,1%,5%,-1%
Cc1cc(C)cc(NC(=O)c2ccc3nc[nH]c3c2)c1,-10%,-8%,-12%,0%,0,?,5%,2%,12%
CCn1c(=O)cc(SCC(=O)Nc2ccc(Cl)cc2)c2ccccc21,-8%,-1%,-4%,2%,-10,18%,2%,-1%,-3%
Cc1cc(-c2nnnn2-c2cc(Cl)cc(Cl)c2)no1,-5%,2%,-1%,11%,-8,21%,-13%,0%,21%
Cn1c(-c2ccccc2)c(C=O)c2ccccc21,-13%,1%,-15%,-5%,-17,-10%,-4%,4%,13%
Cc1c(C(=O)NNC(=O)Nc2ccc([N+](=O)[O-])cc2)oc2ccccc12,-21%,-15%,-1%,0%,-44*,12%,-18%,-7%,16%

# The results go on:
SMILES,USP1-UAF1 inh,Vif-A3G inh,Vif-APOBEC3F blk,TrxR1 substrate,LDHA block,RGS4 inhibitor,IDH1 R132H inh,GRP78 ERSR act,TrxR1 inh
Cc1cc(C)c(NC(=O)Cn2c(=O)n(Cc3ccco3)c(=O)c3ccc(C(=O)NC4CCCC4)cc32)c(C)c1,-23%,?,?,5%,-4,-24%,7%,-3%,8%
O=C(Cn1nnc(-c2cccs2)n1)NCc1cccs1,-14%,0%,0%,-3%[57.1 µM],-4,-21%,2%,4%,19%[57.1 µM]
CCCc1nc2sc3c(c2c(=O)n1NC(=O)c1ccco1)CC(C)(C)OC3,-2%,0%,-9%,-5%,0,22%,6%,0%,-3%[57.1 µM]
Cn1c2ccccc2c2ncn(CCC3=CCCCC3)c(=O)c21,-22%,-11%,9%,18%,-1,-14%,8%,5%,9%
Cc1ccnc(NC(=O)CC(c2ccccc2)c2ccccc2)n1,-21%,0%,-2%,1%,1,-6%,-2%,-4%,24%
CC1CCC2(CC1)Nc1ccccc1C(=O)N2c1ccccc1 (stereo not given),-16%,-1%,3%,92%[activator],-4,-4%,-1%,6%,-19%
Cc1ccc(-c2ccc(CCC(=O)O)n2-c2ccc(C(C)C)cc2)cc1,-13%,-5%,-10%,5%,-1,-31%,?,20%,?
O=C(CSc1nnc(NC(=O)C2CC2)s1)NCc1ccc(F)cc1,-3%,2%,4%,-5%,-9,29%,3%,-2%,6%
O=C(CSc1nnnn1-c1ccc(Cl)cc1)N1CCc2ccccc2C1,?,3%,0%,0%,6,0%,1%,-4%,10%
CCOc1ccc(/C(O)=C2/C(=O)C(=O)N(c3nc(C)c(C)s3)C2c2ccco2)cc1 (stereo not given),-21%,0%,0%,-13%,-22,-40%,7%,0%,?
COc1ccc(N2CCN(C(=O)c3c(C)oc4ncnc(N5CCCCC5)c34)CC2)cc1,1%,3%,4%,-5%,-3,4%,4%,-3%,16%
COc1ccc(C(=O)c2oc3ccc(OC)cc3c2NC(C)=O)cc1,-24%,-2%,-10%,14%[57.1 µM],-2,-10%,2%,-3%,32%[activator][57.1 µM]
Cc1nn(CC(=O)N2CCc3ccccc32)c(C)c1S(=O)(=O)NC(C)(C)C,-15%,1%,-2%,-5%,0,-18%,4%,-4%,1%
Cc1cc(=O)[nH]c(SCC2COC3(CCCCC3)O2)n1 (stereo not given),-18%,0%,0%,-5%,1,3%,4%,-4%,-1%
Cc1cccnc1NC(=O)c1cccc(S(=O)(=O)N2CCCc3ccccc32)c1,-5%,1%,-1%,-10%,-2,-10%,6%,1%,-10%
Cc1ccc(CNc2oc(COc3ccccc3Cl)nc2C#N)cc1,4%,-1%,-20%,4%,1,5%,0%,-7%,-11%[57.1 µM]
Cc1ccc(-n2nc(CO)c(C(=O)NCc3cccs3)n2)cc1C,-1%,1%,0%,9%,-8,20%,-15%,7%,20%
COC(CN(C)C(=O)c1ccc2c(c1)NC(=O)c1ccccc1S2)OC,-14%,4%,9%,3%,-5,2%,-2%,-3%,25%
CN(C)CCCn1cnc2c1c(=O)[nH]c(=O)n2Cc1ccccc1,-11%,-3%,-4%,-9%,1,7%,-1%,-5%,-11%

# An excerpt from above in order of number of heavy atoms, low to high:
SMILES,USP1-UAF1 inh,Vif-A3G inh,Vif-APOBEC3F blk,TrxR1 substrate,LDHA block,RGS4 inhibitor,IDH1 R132H inh,GRP78 ERSR act,TrxR1 inh
O=C(Cn1nnc(-c2cccs2)n1)NCc1cccs1,-14%,0%,0%,-3%[57.1 µM],-4,-21%,2%,4%,19%[57.1 µM]
Cc1ccc(C)c(/C=C2\N=C(c3ccccc3F)OC2=O)c1,-21%,1%,?,-2%,-4,3%,0%,-3%,-6%
CN(C)CCCn1cnc2c1c(=O)[nH]c(=O)n2Cc1ccccc1,-11%,-3%,-4%,-9%,1,7%,-1%,-5%,-11%
COc1ccc(C(=O)c2oc3ccc(OC)cc3c2NC(C)=O)cc1,-24%,-2%,-10%,14%[57.1 µM],-2,-10%,2%,-3%,32%[activator][57.1 µM]
COC(CN(C)C(=O)c1ccc2c(c1)NC(=O)c1ccccc1S2)OC,-14%,4%,9%,3%,-5,2%,-2%,-3%,25%
C/C(CC(=O)Nc1ccc2c(c1)OCCO2)=N\NC(=O)COc1cccc(C)c1,-9%,-1%,8%,9%[0.0914 µM],-6,-8%,-13%,1%,-39%
COc1ccccc1NC(=O)c1c(C)cc(C)nc1SCC(=O)Nc1ccc(C)cc1,-21%,3%,-12%,-9%,-3,10%,-2%,-3%,11%
Cc1cc(C)c(NC(=O)Cn2c(=O)n(Cc3ccco3)c(=O)c3ccc(C(=O)NC4CCCC4)cc32)c(C)c1,-23%,?,?,5%,-4,-24%,7%,-3%,8%

# An excerpt (hit frequency here may not be typical).
